TcdB inh = blocks C. difficile toxin B glycohydrolase activity; inhibition, % at 9.99 µM; P18177; TcdB glycohydrolase enzymatic assay, plate reader; actives 0.24% (n = 350,000); in the data active means inhibition above about 10%
* = called active by the depositor; & = joins results of further samples. The list is partial. The share of hits here may be higher or lower than overall.

SMILES | TcdB inh
CCNC(=O)Nc1ccc2c(c1)C(=O)N(C)[C@@H]1CC[C@@H](CC(=O)N[C@H](C)c3ccccc3)O[C@H]1CO2 | 0.1
C[C@@H]1CCCCO[C@H](CN(C)Cc2ccncc2)[C@@H](C)CN([C@@H](C)CO)C(=O)c2cc(NC(=O)NC3CCCCC3)ccc2O1 | 1.0
C/C=C/c1ccccc1[C@@H]1[C@@H](C#N)N(c2nc(CC)cs2)[C@@H]1CO | 0.1
C[C@@H](NC(=O)C[C@@H]1CC[C@H](NC(=O)Nc2ccc3c(c2)OCO3)[C@H](CO)O1)c1ccccc1 | -1.7
Cc1noc(C)c1NC(=O)Nc1ccc2c(c1)C(=O)N([C@H](C)CO)C[C@@H](C)[C@H](CN(C)S(=O)(=O)c1ccc(F)cc1)OCCCC[C@H](C)O2 | 1.5
O=C(NCc1nc2ccccc2[nH]1)C1=C[C@@H](c2ccc3c(c2)OCO3)C[C@@H](OCCCCO)O1 | 0.2
O=C(N[C@H]1CC[C@H](CC(=O)N2CCC(Cc3ccccc3)CC2)O[C@H]1CO)c1cnccn1 | -0.1
C[C@@H]1CN([C@H](C)CO)C(=O)c2cc(NS(=O)(=O)c3cccs3)ccc2O[C@H]1CN(C)CC1CC1 | 0.8
C[C@H](CO)N1C[C@H](C)[C@H](CN(C)Cc2ccc(Oc3ccccc3)cc2)Oc2c(NS(C)(=O)=O)cccc2C1=O | -0.7
O=C(C[C@H]1CC[C@@H](NS(=O)(=O)c2ccccc2)[C@@H](CO)O1)NCCN1CCCCC1 | -0.4
COc1ccc(CNC(=O)C[C@@H]2C[C@@H]3c4cc(NC(=O)C5CCC5)ccc4O[C@@H]3[C@@H](CO)O2)cc1 | 0.2
COc1ccc(NC(=O)Nc2ccc3c(c2)C(=O)N([C@@H](C)CO)C[C@H](C)[C@H](CN(C)Cc2ccncc2)OCCCC[C@@H](C)O3)cc1 | -0.5
C[C@H](CO)N1C[C@H](C)[C@H](CN(C)C(=O)C2CCC2)Oc2ncc(C#Cc3ccccc3F)cc2C1=O | 1.1
CCCN(C)C[C@@H]1Oc2cc(C#CC3(O)CCCC3)ccc2S(=O)(=O)N([C@H](C)CO)C[C@@H]1C | -0.4
CC(=O)Nc1ccc2c(c1)C(=O)N(C)[C@H]1CC[C@H](CC(=O)Nc3cccc(F)c3)O[C@@H]1CO2 | -0.8
C[C@@H]1CN([C@@H](C)CO)C(=O)c2c(c3ccccc3n2C)-c2ccccc2CO[C@@H]1CN(C)Cc1ccncc1 | 0.8
C[C@H](CO)N1C[C@H](C)[C@H](CN(C)C(=O)Cc2cccnc2)Oc2ncc(-c3ccccc3)cc2C1=O | -1.4
C[C@@H]1CCCCO[C@H](CN(C)C(=O)C2CCCCC2)[C@H](C)CN([C@@H](C)CO)C(=O)c2cc(NC(=O)Nc3ccc(C(F)(F)F)cc3)ccc2O1 | -0.1
C[C@H](CO)N1C[C@H](C)[C@@H](CN(C)Cc2ccc(C(F)(F)F)cc2)Oc2c(NS(=O)(=O)c3ccc(Cl)cc3)cccc2C1=O | 0.8
COc1ccccc1NC(=O)N1CC[C@@H]2[C@H]1c1cc(-c3ccccc3)ccc1N(C)[C@@H]2CO | -1.5
CO[C@H]1CN(C)C(=O)c2ccc(NS(C)(=O)=O)cc2OC[C@H](C)N(C(=O)C2CC2)C[C@@H]1C | -0.9
CS(=O)(=O)N1CC(=O)N2[C@@H](CO)[C@H](c3ccc(Br)cc3)[C@@H]2C1 | 0.3
C/C=C/c1ccc([C@H]2[C@@H](CO)N(Cc3ccccn3)[C@@H]2CNC(=O)CC)cc1 | 0.7
C[C@@H]1CN([C@@H](C)CO)C(=O)c2cc(-c3ccncc3)cnc2O[C@@H]1CN(C)C(=O)c1ccccc1F | -0.3
CN1CCN(C(=O)c2cc3c(c(-c4cccc(C5=CCCC5)c4)n2)[C@@H](CCO)N([S@](=O)C(C)(C)C)C3)CC1 | 0.8
O=C(C[C@H]1CC[C@H](NC(=O)Nc2ccc(F)cc2)[C@H](CO)O1)NCCN1CCCC1 | -15
CNC[C@@H]1Oc2ccc(NS(=O)(=O)c3ccc(OC)cc3)cc2CC(=O)N([C@@H](C)CO)C[C@H]1C | 0.6
C[C@H]1CN([C@@H](C)CO)C(=O)c2cc(C#Cc3cccc(F)c3)cnc2O[C@H]1CN(C)C(=O)C1CCCCC1 | 1.4
COCC(=O)N(C)C[C@@H]1Oc2cc(C#CC3CC3)ccc2S(=O)(=O)N([C@@H](C)CO)C[C@@H]1C | 0.4
CCNC(=O)C[C@@H]1CC[C@@H]2[C@@H](COc3ccc(NC(=O)Nc4ccc(C)cc4)cc3C(=O)N2C)O1 | 0.3
Fc1ccc(-c2ccc(C3[C@H]4CNC[C@@H]3N4Cc3ccccn3)cc2)cc1 (stereo partly specified) | 0.5
C[C@@H]1CN([C@H](C)CO)C(=O)Cc2cc(NC(=O)C3CCCCC3)ccc2O[C@@H]1CN(C)Cc1ccncc1 | 0.5
C[C@H](CO)N1C[C@H](C)[C@@H](CN(C)C(=O)NC2CCCCC2)Oc2c(NC(=O)c3ccc(-c4nccs4)cc3)cccc2C1=O | 1.0
N#Cc1cccc(-c2ccc(C3[C@@H]4CN(C(=O)Nc5ccc6c(c5)OCO6)C[C@H]3N4)cc2)c1 (stereo partly specified) | -1.7&0.7
CC=Cc1ccc2n(c1=O)C[C@@H]1[C@@H](CO)[C@H](C(=O)N3CCOCC3)N(Cc3ccccc3)[C@H]21 (mixture of isomers) | -0.5
C[C@H](CO)N1C[C@H](C)[C@H](CN(C)S(C)(=O)=O)Oc2ncc(-c3cccc(F)c3)cc2C1=O | -0.4&-0.9
N[C@H]1CC[C@H](CCn2cc(C3CC3)nn2)O[C@@H]1CO | -0.5
Cc1cccc(S(=O)(=O)N2CC[C@@H]3[C@H]2c2cc(-c4ccccc4F)ccc2N(C)[C@H]3CO)c1 | 0.6
Cc1noc(C)c1NC(=O)N(C)C[C@@H]1OCCCC[C@@H](C)Oc2ccc(NS(=O)(=O)c3cccs3)cc2C(=O)N([C@H](C)CO)C[C@H]1C | 0.7
CN(C)CC#Cc1ccc([C@H]2[C@@H](CO)N3C(=O)CN(C(=O)c4ccc(F)cc4)C[C@@H]23)cc1 | 2.9
O=C(C[C@H]1CC[C@@H](NC(=O)C2CCC2)[C@H](CO)O1)NC1CCCCC1 | -3.4
O=C(Nc1ccccc1)Nc1ccc2c(c1)[C@@H]1C[C@@H](CC(=O)N3CCCCC3)O[C@@H](CO)[C@@H]1O2 | 0.6
C[C@H](CO)N1C[C@H](C)[C@@H](CN(C)Cc2ccc(C(=O)O)cc2)Oc2ccc(NC(=O)CCC(F)(F)F)cc2CC1=O | -0.7
Cc1ccc(S(=O)(=O)N(C)C[C@H]2Oc3c(NC(=O)NC4CCCCC4)cccc3C(=O)N([C@H](C)CO)C[C@@H]2C)cc1 | 1.8
C[C@@H]1CN([C@@H](C)CO)S(=O)(=O)c2ccc(-c3cccc(F)c3)cc2O[C@@H]1CN(C)CC1CC1 | -0.3
C[C@@H]1CN([C@H](C)CO)C(=O)c2cc(NC(=O)Cc3ccccc3)ccc2O[C@@H]1CN(C)Cc1ccc2c(c1)OCO2 | -0.5
Cc1noc(C)c1S(=O)(=O)Nc1ccc2c(c1)CC(=O)N([C@H](C)CO)C[C@@H](C)[C@@H](CN(C)C(=O)Nc1ccccc1)O2 | 0.7
CCC(=O)N(C)C[C@@H]1Oc2cc(C#Cc3ccccn3)ccc2S(=O)(=O)N([C@H](C)CO)C[C@@H]1C | 0.1
O=C(Nc1ccccc1F)N1C[C@H]2[C@@H](c3ccccc31)[C@@H](CO)N2C(=O)C1CC1 | -0.4
CCC(=O)N1CC(=O)N2[C@H](CO)[C@H](c3ccc(-c4ccccc4C)cc3)[C@@H]2C1 | -1.1
O=C(C[C@H]1C=C[C@@H](NC(=O)c2ccncc2)[C@@H](CO)O1)NCc1ccncn1 | 0.4
CCCNC(=O)N1C[C@@H](O)COC[C@@H]2O[C@H](CC(=O)N3CCOCC3)CC[C@H]21 | -1.5
C[C@@H](NC(=O)C[C@H]1C=C[C@@H](NC(=O)C2CCC2)[C@@H](CO)O1)c1ccccc1 | -1.0
CCC(=O)N1[C@H](CO)[C@H]2c3ccccc3N(S(=O)(=O)c3ccc(F)cc3)C[C@H]21 | 0.4
C[C@H]1CN([C@@H](C)CO)C(=O)c2cc(NC(=O)Nc3ccc4c(c3)OCO4)ccc2O[C@@H]1CN(C)Cc1ccccc1 | 1.1
CCCN(C)C[C@H]1Oc2ncc(-c3ccccc3)cc2C(=O)N([C@H](C)CO)C[C@H]1C | 1.0
C[C@@H]1CN([C@@H](C)CO)C(=O)c2cccc(NC(=O)NC3CCCCC3)c2O[C@@H]1CN(C)C(=O)Nc1cccc2ccccc12 | 1.1
C[C@H](CO)N1C[C@H](C)[C@@H](CN(C)C(=O)Nc2ccccc2)Oc2cc(C#CC3(O)CCCC3)ccc2S1(=O)=O | 0.0
CO[C@@H]1CN(C)C(=O)c2cc(NC(C)=O)ccc2OC[C@@H](C)N(C(=O)c2ccncc2)C[C@H]1C | 2.0
O=C(CN1CCOCC1)N[C@@H]1CC[C@H](CCn2cc(C3CCCC3)nn2)O[C@@H]1CO | -0.4

Structures listed so far that have two or more sulfur atoms (two):
SMILES | TcdB inh
C[C@@H]1CN([C@H](C)CO)C(=O)c2cc(NS(=O)(=O)c3cccs3)ccc2O[C@H]1CN(C)CC1CC1 | 0.8
Cc1noc(C)c1NC(=O)N(C)C[C@@H]1OCCCC[C@@H](C)Oc2ccc(NS(=O)(=O)c3cccs3)cc2C(=O)N([C@H](C)CO)C[C@H]1C | 0.7

Filtered by structure, the compounds so far with a CF3 group (three)
SMILES | TcdB inh
C[C@@H]1CCCCO[C@H](CN(C)C(=O)C2CCCCC2)[C@H](C)CN([C@@H](C)CO)C(=O)c2cc(NC(=O)Nc3ccc(C(F)(F)F)cc3)ccc2O1 | -0.1
C[C@H](CO)N1C[C@H](C)[C@@H](CN(C)Cc2ccc(C(F)(F)F)cc2)Oc2c(NS(=O)(=O)c3ccc(Cl)cc3)cccc2C1=O | 0.8
C[C@H](CO)N1C[C@H](C)[C@@H](CN(C)Cc2ccc(C(=O)O)cc2)Oc2ccc(NC(=O)CCC(F)(F)F)cc2CC1=O | -0.7

(next part)
SMILES | TcdB inh
OC[C@H]1[C@H](c2ccc(-c3cccnc3)cc2)[C@H]2CN(CC3CCOCC3)CCCCN21 | -0.6
C[C@H](CO)N1C[C@H](C)[C@@H](CN(C)C(=O)Nc2ccc(F)cc2)Oc2c(NS(=O)(=O)c3ccc(F)cc3)cccc2C1=O | -0.9
COCC(=O)Nc1ccc2c(c1)C(=O)N(C)[C@@H]1CC[C@H](CC(=O)NCC(F)(F)F)O[C@@H]1CO2 | -0.5
C[C@@H]1CCCCO[C@@H](CN(C)C(=O)C2CCCCC2)[C@@H](C)CN([C@@H](C)CO)C(=O)c2cc(NS(=O)(=O)c3ccc(F)cc3)ccc2O1 | 1.0
COc1ccc(NC(=O)N2CCCCN3[C@H](CO)[C@H](c4ccc(C#Cc5ccccn5)cc4)[C@@H]3C2)cc1 | -0.3
C[C@@H]1CN([C@@H](C)CO)C(=O)c2cc(NS(=O)(=O)c3cccs3)ccc2O[C@@H](C)CCCCO[C@H]1CN(C)C(=O)c1ccccc1 | -0.5
O=C(C[C@@H]1CC[C@@H]2[C@H](COC[C@@H](O)CN2C(=O)Nc2ccc(Cl)cc2)O1)NC1Cc2ccccc2C1 | -7.8
O=C(C[C@H]1CC[C@@H](NC(=O)c2ccncc2)[C@@H](CO)O1)Nc1ccccc1 | 0.3
CCCNC(=O)N(C)C[C@@H]1Oc2ncc(-c3ccncc3)cc2C(=O)N([C@@H](C)CO)C[C@H]1C | 1.7
CO[C@H]1CN(C)C(=O)c2cc(NS(=O)(=O)CC(F)(F)F)ccc2OC[C@H](C)N(C(=O)NC(C)C)C[C@H]1C | 0.7
CO[C@@H]1CN(C)C(=O)c2cc(NS(=O)(=O)CC(F)(F)F)ccc2OC[C@@H](C)N(C(=O)NC(C)C)C[C@@H]1C | 0.7
CC(=O)N1CC[C@@H]2[C@H]1c1cc(-c3ccc(C#N)cc3)ccc1N(C)[C@H]2CO | 1.2
C[C@@H]1CCCCO[C@@H](CN(C)S(=O)(=O)c2ccc(Cl)cc2)[C@H](C)CN([C@H](C)CO)C(=O)c2cc(NC(=O)Nc3ccccc3)ccc2O1 | -0.2
O=C(CC1CC1)N1CC[C@H]2[C@H](CO)Nc3ccc(-c4ccccc4)cc3[C@H]21 | 3.8
N#C[C@H]1[C@H](c2ccc(C#Cc3cccc(F)c3)cc2)[C@@H](CO)N1C(=O)C1CCC1 | 1.0
C[C@H]1CN([C@@H](C)CO)C(=O)c2c(c3ccccc3n2C)-c2ccccc2CO[C@H]1CN(C)S(=O)(=O)c1ccc([N+](=O)[O-])cc1 | 0.3
CNC[C@@H]1Oc2ccc(NC(=O)c3ccncc3)cc2CC(=O)N([C@H](C)CO)C[C@@H]1C | -0.3
C[C@H]1CN([C@@H](C)CO)C(=O)Cc2cc(NC(=O)NC3CCCCC3)ccc2O[C@@H]1CN(C)C | -0.5
COCC(=O)N[C@@H]1C=C[C@H](CC(=O)NCc2ccc(Cl)cc2)O[C@H]1CO | -1.9
C[C@H]1CN([C@@H](C)CO)C(=O)c2cc(NS(=O)(=O)c3ccccc3)ccc2O[C@H]1CN(C)Cc1ccc(C(=O)O)cc1 | -1.2
C[C@H]1CN([C@@H](C)CO)C(=O)c2cc(C#CC3CC3)cnc2O[C@H]1CN(C)C(=O)Nc1ccccc1 | 1.2
COc1cccc(C#Cc2cnc3c(c2)C(=O)N([C@@H](C)CO)C[C@@H](C)[C@H](CN(C)C(=O)C2CCOCC2)O3)c1 | -1.5

Among those listed so far, these have a thiophene ring, fused or not:
SMILES | TcdB inh
C[C@@H]1CN([C@H](C)CO)C(=O)c2cc(NS(=O)(=O)c3cccs3)ccc2O[C@H]1CN(C)CC1CC1 | 0.8
Cc1noc(C)c1NC(=O)N(C)C[C@@H]1OCCCC[C@@H](C)Oc2ccc(NS(=O)(=O)c3cccs3)cc2C(=O)N([C@H](C)CO)C[C@H]1C | 0.7
C[C@@H]1CN([C@@H](C)CO)C(=O)c2cc(NS(=O)(=O)c3cccs3)ccc2O[C@@H](C)CCCCO[C@H]1CN(C)C(=O)c1ccccc1 | -0.5
